Bioassay records from PubChem.
H37Rv inhibition: M. tuberculosis growth inhibition, HTS (AID 449762); M. tuberculosis H37Rv growth inhibition, 7H9 media; higher % means a stronger effect; one-dose inhibition, % at 25 µM; IC50 in µM for titrated hits; 330,000 tested, 0.59% active; in the data active = a potency from the dose series; inconclusive = inhibition above about 70% without an active follow-up result;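 also: bacterial growth assessed after seven days of incubation; strong numbers were not always called active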
tuberculosis growth: growth inhibition of non-replicating M. tuberculosis (AID 488890). inhibition, % at 25 µM, or IC50 in µM where a hit was titrated. Mycobacterium tuberculosis non-replicating, growth inhibition; higher % means a stronger effect. 320,000 tested, 0.39% active; in the data active = a potency from the dose series; inconclusive = inhibition mostly from about 82% at the one dose, without a potency; inactive = the rest, 99 in 100 with inhibition below about 76%;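 also: plate controls were DMSO cells for no effect and high antibiotic wells for full effect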
H1N1 NS1A inhibition: H1N1 influenza NS1A inhibitors, functional cell based assay (AID 504329); 340,000 tested, 0.3% active; one-dose inhibition, % at 12.5 µM; IC50 in µM for titrated hits; NS1A functional cell-based assay, percent inhibition; higher % means a stronger effect; in the data active = a potency from the dose series; inconclusive = inhibition above about 27% without an active follow-up result; also: strong numbers were not always called active
Salmonella PhoP GFP: Inhibition of PhoP regulon, Salmonella typhi GFP reporter cells, confirmation, 4 h (AID 1850). 310,000 tested, 0.33% active. Salmonella Typhi PhoP-promoter GFP reporter, fluorescence, 4 h; higher % means a stronger effect. inhibition, % at 50 µM; hits with a dose series show IC50 in µM; in the data active = a potency from the dose series; inconclusive = inhibition mostly from about 25% at the one dose, without a potency; inactive = the rest, 99 in 100 with inhibition below about 19%;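 also: 0% = induced wells with vehicle and 100% = uninduced wells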
inhibitors of VEEV: inhibitors of VEEV TC-83 cytopathic effect, confirmation, Vero cells (AID 588727); Vero cells, VEEV TC-83 cytopathic effect inhibition; higher % means a stronger effect; inhibition, % at 20 µM, or IC50 in µM where a hit was titrated; 350,000 tested, 0.13% active; in the data active = a potency from the dose series; inconclusive = inhibition mostly from about 14% at the one dose, without a potency; inactive = the rest, 99 in 100 with inhibition below about 12%; also: strong numbers were not always called active
inhibitors of VEEV 10K pilot screen: second read-out of inhibitors of VEEV, no call of its own (marks repeat the call); inhibition, %; measured here: 10K pilot screen inhibition
Numbers without * were called inactive; i = inactive; u = inconclusive; x = no result given.

SMILES	H37Rv inhibition	tuberculosis growth	H1N1 NS1A inhibition	Salmonella PhoP GFP	inhibitors of VEEV	others
CC(=O)c1c(C)[nH]c(C(=O)Nc2cc(C)cc(C)c2)c1C	-4.8%	-2.3%	7.1%	-1.9%	12.4%
Cc1cc(-c2ccc(C(C)C)c(S(=O)(=O)NCc3ccco3)c2)on1	1.0%	26.1%	-1.5%	-5.0%	39.7%
CCn1nnnc1NC(=O)c1cc(OC)c(OC)c(OC)c1	0.1%	-16.3%	1.7%	9.5%	1.8%
Cc1nc2ccsc2c(=O)n1-c1ccccc1Cl	-1.2%	4.2%	-15.1%	-2.4%	1.1%
COc1ccc(NC(=S)N2CCN(C)CC2)cc1	-3.4%	-16.8%	x	8.7%	1.8%
Cc1ccccc1C(=O)NC(=S)Nc1ccccc1N1CCCC1	16.1%	16.8%	4.1%	-6.1%	0.1%
NC(=O)C1CC(=O)N(c2ccc(OCc3ccc(Cl)cc3Cl)cc2)C1 (stereo not drawn)	7.8%	73.4%	0.6%	-8.5%	0.5%
COc1ccccc1NC(=O)C1CCN(c2ncccn2)CC1	-4.4%	-1.6%	1.2%	-2.7%	2.7%
CCCCOc1ccc(CON(C(C)=O)C(C)=O)cc1Cl	6.9%	22.2%	-15.0%	6.4%	i
COc1ccc(CCn2c(O)c(/C=N/N3CCCCC3)c(=O)[nH]c2=O)cc1OC	-5.3%	-18.1%	-1.8%	-7.0%	0.7%
CCc1cc2cc(C)ccc2nc1SCC(=O)N1CC(=O)Nc2ccccc21	6.5%	5.8%	1.5%	-5.3%	4.4%
Cc1ccc(NC(=O)C2CCC(=O)N2)cc1C (stereo not drawn)	3.4%	6.7%	7.2%	-13.4%	i
CC(=O)N1CCN(C(=O)c2ccc(C(=O)c3ccccc3)cc2)CC1	4.4%	-4.0%	-0.7%	3.5%	i
Nc1cc(S(=O)(=O)Nc2ccc(Cl)cc2)ccc1N1CCOCC1	-11.4%	47.3%	14.8%	-12.0%	6.3%
CC(=O)NC(=S)Nc1ccc2oc(=O)ccc2c1	-2.1%	-5.2%	-1.5%	-16.6%	i
COc1ccc(C=C2C(=O)NC(=S)NC2=O)cc1OC	x	x	-2.9%	x	1.9%
C=CCc1ccc(OCCn2cccc2C=O)c(OC)c1	6.1%	30.6%	13.2%	-3.9%	i
O=[N+]([O-])c1ccc(CN2CCN(c3ccccc3Cl)CC2)o1	u	3.83µM*	0.3%	0.3%	0.3%
O=C(NC1CCSC1=O)c1ccc(Cl)cc1 (stereo not drawn)	1.4%	12.0%	2.2%	-7.4%	0.4%
O=C1CCCC2(O)C1C(c1cccc(Br)c1)NC(=O)N2Cc1ccccc1 (stereo not drawn)	-3.3%	15.6%	6.1%	12.3%	i
COc1ccccc1N1C(=O)C2C(C(=O)c3ccccc3)=NN(c3ccc(Br)cc3)C2C1=O (stereo not drawn)	2.5%	0.8%	x	-42.0%	i
COc1cccc(NC(=O)C2C3C=CC4(O3)C2C(=O)N(CCCN2CCCC(C)C2)C4C(=O)NC2CCCCC2C)c1 (stereo not drawn)	0.6%	0.2%	0.2%	-0.4%	0.1%
CCCCNC(=O)C1C2C=CC(C2)C1C(=O)O (stereo not drawn)	-8.0%	16.8%	-1.2%	-3.9%	1.6%
CC(C)(C)c1csc(NC(=O)c2cccnc2Cl)n1	2.0%	4.3%	-16.7%	-1.6%	2.7%
O=C(COC(=O)c1cc[n+]([O-])cc1)Nc1ccc([N+](=O)[O-])cc1	7.2%	-4.4%	-0.3%	2.7%	i
COc1ccccc1C(=O)COC(=O)CN1C(=O)c2ccccc2C1=O	6.8%	-26.9%	-2.5%	-1.4%	3.9%
COc1ccc(-n2c(=O)c3ccccc3n(CC(=O)NC3CCCCC3)c2=O)c(OC)c1	-6.0%	-2.8%	-3.8%	-2.1%	2.3%
O=C(NCCc1ccccc1)C(=O)NC1CCCCC1	3.4%	-0.9%	-4.5%	-11.5%	0.1%
CC1CC(C)CN(C(=O)COC(=O)c2ccc(Cl)nc2)C1 (stereo not drawn)	x	x	-2.1%	x	0.6%
COC(=O)c1cc(Nc2cc(C)c3ccc(O)cc3n2)cc(C(=O)OC)c1	-4.4%	6.4%	-2.2%	14.0%	7.7%

Compounds from the list above containing an NH in an aromatic ring (2):
SMILES	H37Rv inhibition	tuberculosis growth	H1N1 NS1A inhibition	Salmonella PhoP GFP	inhibitors of VEEV	others
CC(=O)c1c(C)[nH]c(C(=O)Nc2cc(C)cc(C)c2)c1C	-4.8%	-2.3%	7.1%	-1.9%	12.4%
COc1ccc(CCn2c(O)c(/C=N/N3CCCCC3)c(=O)[nH]c2=O)cc1OC	-5.3%	-18.1%	-1.8%	-7.0%	0.7%

The listing continues.
SMILES	H37Rv inhibition	tuberculosis growth	H1N1 NS1A inhibition	Salmonella PhoP GFP	inhibitors of VEEV	others
COc1ccc2oc(C(=O)OCC(=O)Nc3ccc(C(=O)N(C)C)cc3)c(C)c2c1	-11.8%	-9.4%	-2.6%	-4.2%	2.2%
CSc1nc(C(=O)N2CCc3c([nH]c4ccccc34)C2c2ccccn2)cs1 (stereo not drawn)	28.5%	26.5%	-2.0%	-5.4%	10.4%
Cc1nc(-c2ccc(NC(=O)c3ccco3)cc2)cs1	25.0%	3.8%	-20.1%	-6.6%	i
Cc1cc(C)cc(CC2CC(=O)N(c3ccc(Cl)cn3)C2=O)c1 (stereo not drawn)	-9.3%	-3.6%	-1.1%	-0.9%	4.5%	inhibitors of VEEV 10K pilot screen=0.4
COC(=O)C(O)(NC(=O)OCc1ccccc1)C(F)(F)F (stereo not drawn)	-16.6%	-5.6%	1.1%	-8.4%	i	inhibitors of VEEV 10K pilot screen=0.1
Cc1cc(Nc2cccc([N+](=O)[O-])c2)c2cccc(C)c2n1	-6.7%	2.8%	x	10.6%	1.8%
COc1ccccc1-c1nc2ccccc2c(=O)n1O	7.0%	-0.2%	-9.3%	-12.2%	1.6%
O=C(N1CCCCCC1)N1CCN(S(=O)(=O)c2ccccc2)CC1	-0.6%	-0.3%	2.5%	5.8%	1.2%
CCOC(=O)c1ccc(N=c2sc(C(=O)OC)cc(=O)n2C2CC2)cc1	-11.8%	-1.0%	5.0%	-2.7%	0.9%
CCCCC(=O)Nc1nnc(-c2ccco2)o1	9.5%	72.2%	0.3%	5.4%	0.2%
COc1ccc(CN2CCN(C(=O)Cn3ncn4cccc4c3=O)CC2)c(OC)c1OC	-7.2%	-10.1%	-4.3%	-9.6%	i
CCOC(=O)c1sc(N=NC2=C(O)CC(C)(C)CC2=O)c(C(=O)OCC)c1C	3.8%	15.6%	8.0%	1.6%	2.9%
O=C(O)CSC1CC(=O)N(c2cccc(Cl)c2)C1=O (stereo not drawn)	-1.1%	u	0.1%	1.2%	6.9%
CN(C)S(=O)(=O)c1ccc(C(=O)NCc2ccccc2)cc1	-9.2%	-1.7%	2.8%	-10.2%	1.0%
O=C(c1ccco1)N1CCN(C(=O)N2CCOCC2)CC1	3.0%	-15.2%	0.7%	-5.3%	i
CCn1c(C(=O)N2CCC(C(=O)NCc3ccc(OC)cc3)CC2)cc2sccc21	3.6%	33.4%	0.9%	1.3%	1.8%
C=CCNc1ccc(F)c(F)c1N1CCCCCC1=O	5.5%	26.7%	9.1%	-21.6%	2.0%
CSCC[C@H](NC(=O)NCCc1ccc(F)cc1)C(=O)O	5.1%	-1.2%	6.2%	-11.4%	0.8%
OC1(c2ccc(Br)cc2)CCN(Cc2cccc(Br)c2)CC1	1.5%	29.6%	1.7%	9.7%	1.0%
CCOc1ccc(NC(=O)CCNC(=O)Cn2ccc3ccccc3c2=O)cc1	4.6%	-16.7%	5.6%	8.0%	2.4%
Cn1nc(CC(=O)Nc2cccc3ncccc23)c2ccccc2c1=O	-2.6%	-10.6%	-0.4%	-4.2%	3.6%
N#CCc1nn(-c2ccc(F)cc2)c(N)c1C#N	-8.9%	-3.4%	-1.3%	-14.4%	1.1%
CC1CCN(c2nc3nonc3nc2Nc2ccc(F)cc2)CC1	4.7%	18.5%	-2.0%	-17.8%	0.8%
O=C(CN1CCN(Cc2ccccc2)C1=O)NCc1ccc(Cl)cc1	-2.5%	0.8%	-11.5%	-0.3%	9.0%
CCCc1cc(=O)[nH]c(NCCc2ccccc2)n1	1.3%	13.9%	-2.9%	4.9%	0.5%
COc1ccc(C(=O)CCC(=O)N2CCN(c3ccc([N+](=O)[O-])cc3)CC2)cc1	11.2%	u	1.4%	-12.6%	2.0%
CC(OC(=O)CCN1C(=O)c2cccc([N+](=O)[O-])c2C1=O)C(=O)Nc1cc(Cl)cc(Cl)c1 (stereo not drawn)	3.1%	-9.3%	0.5%	-5.2%	0.8%
Cc1ccc(NC(=O)CN2C(=O)NC3(CCCc4ccccc43)C2=O)c([N+](=O)[O-])c1 (stereo not drawn)	1.5%	14.5%	-5.3%	0.5%	1.1%
C[C@H](NC(=O)N1CCC(Cc2ccccc2)CC1)C(=O)O	5.1%	-7.8%	0.5%	-7.1%	0.1%
Cc1c(Cl)cccc1NC(=S)N1CCC(C(N)=O)(N2CCCCC2)CC1	4.8%	-5.8%	-9.4%	-2.0%	0.9%
C=CCNC(=O)CSc1n[nH]c(-c2cc(Cl)ccc2OC)n1	4.5%	76.8%	-4.5%	-4.8%	2.6%
Cc1cc(O)cc2c1C(=O)/C(=C/c1ccco1)O2	6.9%	12.6%	-7.0%	-7.8%	0.4%
COc1cc(Br)c(CCNC(=O)Cc2ccccc2)cc1OC	2.7%	-1.8%	-2.7%	3.0%	i
O=C(CSC(=S)N1CCOCC1)c1cc2ccccc2oc1=O	1.8%	u	5.9%	10.5%	1.1%
CCOC(=O)c1ccc(N2C(=O)c3n[nH]c(C)c3C2c2ccco2)cc1 (stereo not drawn)	-11.3%	5.4%	-19.9%	-7.1%	4.6%
C/C(=N\Nc1ccccc1)c1c(O)cc(C)oc1=O	u	x	-9.7%	-0.6%	0.7%
CCOc1ncccc1C(=O)Nc1ccc(OC)c(S(=O)(=O)N2CCCCC2)c1	2.7%	3.2%	-1.1%	11.0%	0.5%
C=CCC(C=C)[N+]1(CC(=O)OC)CCCCC1 (stereo not drawn)	-3.9%	-11.4%	x	5.6%	0.6%
CCOc1ccc(-n2nc3c(=O)n(CCN4CCCCC4)nc(C)c3c2C)cc1	-2.6%	-14.5%	-1.0%	-1.7%	i
COC(=O)[C@H](CC(C)C)NC(=O)N1CCN(c2cccc(C(F)(F)F)c2)CC1	1.6%	21.0%	7.6%	-8.3%	i
COc1cccc(C(=O)N(Cc2cc3cc(C)ccc3[nH]c2=O)C(C)C)c1	-2.8%	3.2%	-1.5%	-1.7%	10.5%

Grouped by structure, the compounds so far with four or more nitrogen atoms
SMILES	H37Rv inhibition	tuberculosis growth	H1N1 NS1A inhibition	Salmonella PhoP GFP	inhibitors of VEEV	others
CCn1nnnc1NC(=O)c1cc(OC)c(OC)c(OC)c1	0.1%	-16.3%	1.7%	9.5%	1.8%
COc1ccccc1NC(=O)C1CCN(c2ncccn2)CC1	-4.4%	-1.6%	1.2%	-2.7%	2.7%
COc1ccc(CCn2c(O)c(/C=N/N3CCCCC3)c(=O)[nH]c2=O)cc1OC	-5.3%	-18.1%	-1.8%	-7.0%	0.7%
COc1cccc(NC(=O)C2C3C=CC4(O3)C2C(=O)N(CCCN2CCCC(C)C2)C4C(=O)NC2CCCCC2C)c1 (stereo not drawn)	0.6%	0.2%	0.2%	-0.4%	0.1%
CSc1nc(C(=O)N2CCc3c([nH]c4ccccc34)C2c2ccccn2)cs1 (stereo not drawn)	28.5%	26.5%	-2.0%	-5.4%	10.4%
COc1ccc(CN2CCN(C(=O)Cn3ncn4cccc4c3=O)CC2)c(OC)c1OC	-7.2%	-10.1%	-4.3%	-9.6%	i
Cn1nc(CC(=O)Nc2cccc3ncccc23)c2ccccc2c1=O	-2.6%	-10.6%	-0.4%	-4.2%	3.6%
N#CCc1nn(-c2ccc(F)cc2)c(N)c1C#N	-8.9%	-3.4%	-1.3%	-14.4%	1.1%
CC1CCN(c2nc3nonc3nc2Nc2ccc(F)cc2)CC1	4.7%	18.5%	-2.0%	-17.8%	0.8%
Cc1ccc(NC(=O)CN2C(=O)NC3(CCCc4ccccc43)C2=O)c([N+](=O)[O-])c1 (stereo not drawn)	1.5%	14.5%	-5.3%	0.5%	1.1%
Cc1c(Cl)cccc1NC(=S)N1CCC(C(N)=O)(N2CCCCC2)CC1	4.8%	-5.8%	-9.4%	-2.0%	0.9%
C=CCNC(=O)CSc1n[nH]c(-c2cc(Cl)ccc2OC)n1	4.5%	76.8%	-4.5%	-4.8%	2.6%
CCOc1ccc(-n2nc3c(=O)n(CCN4CCCCC4)nc(C)c3c2C)cc1	-2.6%	-14.5%	-1.0%	-1.7%	i
